Vif-A3G inh = qHTS for Inhibitors of Vif-A3G Interactions: qHTS | HeLa A3G-eYFP + Vif (tagged APOBEC3G with the HIV-1 protein that degrades it), YFP fluorescence, overnight | AID 602310, 2012 | DNA dC->dU-editing enzyme APOBEC-3G (Homo sapiens), Q9HC16 | actives 0.076% (n = 410,000) | Potency, µM (highest dose often 46.1 µM), inactives show at the highest dose activity, negative = active, most hits filed as inhibitors;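 note: potency is the fitted concentration of half-maximal effect; % is set by controls: 0 for no effect and ±100 for the full control effect; nearly all actives have a fitted effect of over 60% in size; hits raise eYFP signal because A3G escapes Vif-driven loss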
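Read-out is eYFP fluorescence (Ex 488/Em 500-530) from Vif-expressing HeLa A3G-eYFP cells; more signal means A3G escaped Vif-mediated degradation. Cells plated overnight, compound pinned in, incubated overnight at 37 deg C.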
Glioma ERSR ind = qHTS for Inducers of the Endoplasmic Reticulum Stress Response (ERSR) in Human Glioma: qHTS | U87-MG GRP78 promoter luciferase reporter, 16 h | Potency, µM, for inactives: at the highest dose activation, actives largely listed as activators | actives 0.02% (n = 420,000) | AID 602332, 2012; note: potency is the fitted concentration of half-maximal effect; series mostly up to about 76 µM; % of control where 0% means no effect; nearly all actives have a fitted effect of over 35% in size
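ERSR induction read as luciferase luminescence (Bright-Glo, 10 min at room temperature) in stably transfected human U87-MG glioma cells exposed to compounds for 16 h, using GRP78 as sensor.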
D1 PAM = Potentiators of Human D1 Dopamine Receptor: qHTS; AID 504651, 2011; actives 0.036% (n = 360,000); HEK293 TREx D1 cells, calcium flux, dopamine EC20 potentiation; potentiation, % at 10 µM; in the data active = potentiation above about 30%; note: 0% is about no effect
Target sequence (P21728 whole entry, looked up): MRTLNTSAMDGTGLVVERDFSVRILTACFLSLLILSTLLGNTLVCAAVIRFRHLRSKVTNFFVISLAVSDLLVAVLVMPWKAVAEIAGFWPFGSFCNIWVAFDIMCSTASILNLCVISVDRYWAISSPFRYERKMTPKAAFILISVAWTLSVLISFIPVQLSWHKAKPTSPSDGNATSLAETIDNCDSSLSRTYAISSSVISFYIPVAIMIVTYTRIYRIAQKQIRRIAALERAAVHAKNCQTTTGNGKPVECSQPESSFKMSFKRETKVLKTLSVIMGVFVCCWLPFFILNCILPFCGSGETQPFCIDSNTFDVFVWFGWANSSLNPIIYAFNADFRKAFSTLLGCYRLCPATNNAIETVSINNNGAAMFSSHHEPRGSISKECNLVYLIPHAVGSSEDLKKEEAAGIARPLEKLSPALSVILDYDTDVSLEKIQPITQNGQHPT
LDHA block = qHTS assay for inhibitors of human lactate dehydrogenase; L-lactate dehydrogenase A chain (Homo sapiens), P00338; purified LDHA, NADH/diaphorase-resazurin fluorescence; stronger effect = lower value; activity change, % (values are at about 110 or 230 µM); actives 0.15% (n = 480,000); AID 1347041, 2019; in the data active = activity change below about -30%; inconclusive = mostly about -25% to -30%;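 note: plate controls were DMSO wells for no effect and wells without enzyme for full effect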
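Remaining NADH was detected by diaphorase (0.133 mg/mL) converting 37 µM resazurin to fluorescent resorufin, read at 0 and 20 minutes. The preceding 5-minute room-temperature reaction used 2 nM LDHA, 0.2 mM sodium pyruvate and 0.06 mM NADH at pH 7.4.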
D1 ag = Allosteric Agonists of the Human D1 Dopamine Receptor: qHTS | HEK293 T-REx D1 cells, calcium flux, agonist mode | activation, % at 2 µM | actives 1% (n = 360,000) | AID 504660, 2011; in the data active = activation above about 30%; note: 0% is about no effect
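Inducible HEK293 T-REx D1 cells, force-coupled to calcium signalling, were plated at 4000 cells/well with tetracycline and held overnight at 30 C. After no-wash calcium dye loading, compound-evoked calcium rise over 180 s flagged agonists.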
Vif-A3F inh = qHTS for Inhibitors of Vif-A3F Interactions: qHTS; AID 602313, 2012; Potency, µM (titrated, usually from 46.1 µM), inactives show top-dose activity, negative = active; actives 0.2% (n = 390,000); HeLa A3F-eYFP + Vif (tagged APOBEC3F with the HIV-1 protein that degrades it), YFP fluorescence increase; note: potency is the fitted concentration of half-maximal effect; % of control where 0% means no effect; nearly all actives have a fitted effect of over 65% in size
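HeLa cells stably expressing A3F-eYFP plus Vif, plated and incubated overnight at 37 deg C, then exposed to compounds overnight at 37 deg C. Blocked degradation read as raised yellow fluorescence (Ex 488/Em 500-530).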
RXFP1 ag = qHTS Assay for Agonists of the Relaxin Receptor RXFP1; HEK293T-RXFP1 cAMP TR-FRET, 30 min; response scale: percent of porcine relaxin response, buffer zero; actives 0.3% (n = 370,000); Potency, µM (top dose mostly 57.5 µM), without a hit: at the highest dose activation, most hits filed as activators; Relaxin receptor 1 (Homo sapiens), Q9HBX9; note: potency is the fitted concentration of half-maximal effect; % is set by controls: 0 for no effect and ±100 for the full control effect; nearly all actives have a fitted effect of over 60% in size; many of its hits are not listed in these tables
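HEK293T cells stably expressing RXFP1 were pretreated with the PDE4 inhibitor Ro 20174, exposed to compounds for 30 min at 37C, lysed, and cAMP was read by TR-FRET. Data normalized to buffer (basal) and 29 nM porcine relaxin (100%).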
D1 antagonist = Antagonist of Human D 1 Dopamine Receptor: qHTS. HEK293 TREx D1 cells, calcium flux, dopamine EC80; stronger effect = lower value. activity change, negative = inhibition, % at 10 µM. actives 3.2% (n = 360,000); in the data active = activity change below about -30%; note: % is set by controls: 0 for no effect and ±100 for the full control effect
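Tetracycline-induced HEK293 Trex D1 cells, force-coupled to calcium, dye-loaded; compounds added and read 180 s, then EC80 dopamine added and calcium flux tracked kinetically another 180 s.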
D2 potentiator = HTS Assay for Positive Allosteric Modulators of the Human D2 Dopamine Receptor: Primary Screen for Potentiators | actives 0.34% (n = 340,000) | HEK293 T-REx D2, calcium flux, EC20 dopamine potentiation | D(2) dopamine receptor (Homo sapiens), P14416 | potentiation, % at 10 µM;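 active = potentiation over 3 SD above the plate norm, cut at about 30% in these data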; note: 0% is about no effect
Target sequence (P14416 whole entry, looked up): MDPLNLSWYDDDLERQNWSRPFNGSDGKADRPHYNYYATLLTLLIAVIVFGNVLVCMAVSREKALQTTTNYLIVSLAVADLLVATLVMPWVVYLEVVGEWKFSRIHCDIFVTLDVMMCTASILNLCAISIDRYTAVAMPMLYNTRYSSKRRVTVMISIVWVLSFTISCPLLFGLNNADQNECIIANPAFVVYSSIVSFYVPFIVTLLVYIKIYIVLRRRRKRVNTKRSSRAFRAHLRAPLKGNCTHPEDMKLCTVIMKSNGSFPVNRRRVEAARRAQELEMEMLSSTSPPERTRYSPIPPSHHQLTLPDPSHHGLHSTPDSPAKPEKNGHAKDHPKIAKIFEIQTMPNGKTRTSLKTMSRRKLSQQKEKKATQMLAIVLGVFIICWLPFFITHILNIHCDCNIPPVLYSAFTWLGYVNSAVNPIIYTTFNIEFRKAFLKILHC
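Cells plated with tetracycline inducer and held overnight at 30 C; calcium dye loaded 30–90 min at room temperature; baseline taken, compound added and read 180 s; EC20 dopamine then added and read 180 s.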
An asterisk follows results filed as active; u = inconclusive; x = not tested or not shown; & = joins results of further samples. Unless noted, calls come from the whole dose curve; as a rule, active = well fitted curve in the direction sought with a large enough effect; inconclusive = small, poorly fitted or top-dose-only effect, or another doubt; inactive = no such curve, though single readings can be large; an effect the other way counts as inactive or inconclusive.

smiles	Vif-A3G inh	Glioma ERSR ind	D1 PAM	LDHA block	D1 ag	Vif-A3F inh	RXFP1 ag	D1 antagonist	D2 potentiator
COc1cc(/C=N/NC(=S)Nc2cccc(Cl)c2C)ccc1OCC(=O)N1CC(C)OC(C)C1 (centres undefined)	1%	3%	0	-6	2	u	-0.6%	7	-5
O=C(NCc1cccnc1)/C(=C\c1ccc(-c2cccc(Cl)c2)o1)S(=O)(=O)c1ccccc1	-26%	-13%	-2	-10	3	0%	1.0%	-1	2
CCOc1ccccc1N1CCN(C/C=C/c2ccc(N(C)C)cc2)CC1	0%	-3%	-8	-6	3	-5%	-1.7%	-14	-21
C[C@]1(C(=O)O)Cc2oncc2C[C@@H]1C(=O)O	-3%	-3%	2	-2	2	7%	1.3%	3	3
Nc1nn(-c2ccccc2Cl)cc1-c1nn[nH]n1	6%	2%	2	-6	3	8%	0.8%	16	2
COc1ccccc1NC(=O)C1=C(C)NC(=O)NC1c1cc(C)cs1 (centres undefined)	-1%	-4%	-5	-4	1	3%	0.3%	10	3
COc1ccc(CCN2CC(C(=O)NCCc3ccccc3C)CCC2=O)cc1 (centres undefined)	0%	1%	5	-2	0	1%	-0.4%	1	x
CC(C)OCCCNC(=O)Cn1nc(-c2ccccc2)ccc1=O	-2%	-1%	-1	0	5	1%	-0.3%	-19	2
N#Cc1ccc(-c2ccc(Cl)cc2)nc1Oc1ccc(F)cc1	-4%	1%	-7	-4	3	-20%	7.2%	8	-3
COc1ccc(OCC(=O)Nc2ccc3c(c2)nc(CCN2CCN(c4ccccn4)CC2)n3C)cc1	-3%	-6%	x	-1	x	-1%	x	x	x
C=CCNC(=S)Nc1sc2c(c1C(=O)OCC)CC(C(C)C)OC2 (centres undefined)	1%	-2%	5	4	3	3%	2.4%	6	-3
CC(C)CCNC(=O)c1ccc(Cl)c(NC(=O)c2ccccc2F)c1	x	x	-4	x	8	x	-2.9%	7	2

Next part (three carried over from the part before).
smiles	Vif-A3G inh	Glioma ERSR ind	D1 PAM	LDHA block	D1 ag	Vif-A3F inh	RXFP1 ag	D1 antagonist	D2 potentiator
COc1ccc(OCC(=O)Nc2ccc3c(c2)nc(CCN2CCN(c4ccccn4)CC2)n3C)cc1	-3%	-6%	x	-1	x	-1%	x	x	x
C=CCNC(=S)Nc1sc2c(c1C(=O)OCC)CC(C(C)C)OC2 (centres undefined)	1%	-2%	5	4	3	3%	2.4%	6	-3
CC(C)CCNC(=O)c1ccc(Cl)c(NC(=O)c2ccccc2F)c1	x	x	-4	x	8	x	-2.9%	7	2
CC(=O)c1c(C)oc2ccc(NS(=O)(=O)c3ccc(C(=O)O)cc3)cc12	0%	6%	0	18	0	-5%	0.9%	-13	x
CCOCCCNC(=O)C1CCN(S(=O)(=O)c2c(C)noc2/C=C\c2ccc(OC)cc2)CC1	2%	-3%	x	-14	x	5%	x	x	x
CC(C)c1c(C(=O)N/N=C/C2CC=CCC2)nnn1-c1nonc1N (centres undefined)	3%	-3%	-1	-10	5	-2%	-1.3%	1	6
C=C(C)COc1ccc(-c2[nH]ncc2-c2ccc(OC)c(OC)c2)c(O)c1	u	-10%	-21	3	5	0%	1.9%	-2	5
C=CCNc1n[nH]c(=S)s1	0%	2%	x	-5	x	-8%	x	x	x
Cc1c(C)c2cc3c(C)coc3cc2oc1=O	-3%	1%	-4	-4	2	-23%	6.3%	-20	3
CC(C)NC(=O)N(C)C[C@H]1Oc2c(NC(=O)Nc3ccc(C(F)(F)F)cc3)cccc2C(=O)N([C@H](C)CO)C[C@@H]1C	-5%	-3%	x	1	x	3%	x	x	x
Cc1cc(/C(N)=N/OC(=O)Nc2cccc(C(F)(F)F)c2)no1	0%	2%	-4	-2	4	0%	2.3%	-19	-9
Cc1nnc(SCC(=O)NCc2ccccc2Cl)c2nn(-c3ccccc3)c(C)c12	u	-3%	-1	-3	1	-7%	19%	3	0
COCCn1c(=S)[nH]c2cc(C(=O)N3CCN(c4ccccc4OC)CC3)ccc2c1=O	0%	-2%	1	0	1	-1%	0.1%	25	-3
CCOC(=O)c1ccc(NC(=S)N2CCCC(C(=O)N3CCCC3)C2)cc1 (centres undefined)	-3%	-6%	-10	-2	2	-8%	0.6%	-89*	-3
CC1CCCCN1C(=O)CSc1nnc2ccccn12 (centres undefined)	0%	3%	x	-5	x	0%	x	x	x
COC(=O)c1ccc(C(=O)N=c2sccn2C)cc1	-3%	1%	-4	-14&3	-1	-27%	7.6%	-9	2
COc1cccc(CNC(=O)c2nn(-c3ccccc3Cl)nc2CO)c1	6%	-3%	0	-7	4	-7%	-2.0%	-9	1
O=C(O)c1ccc(Nc2ncnc3c2cnn3Cc2ccccc2)cc1	-1%	4%	-1	-8	6	-5%	0.9%	-46*	0
C/C(=N\NC1=N[C@H]2CS(=O)(=O)C[C@H]2S1)c1ccccc1	0%	-8%	-4	-7	3	-2%	3.1%	13	2
CCCc1cc(Nc2ccc(C)cc2)n2ncnc2n1	-4%	-1%	-4	-4	4	-9%	2.6%	-5	4
Cc1ccc(C(=O)CN2C(=O)NC3(CCc4ccccc43)C2=O)s1 (centres undefined)	-4%	-1%	-1	8	-1	1%	-1.0%	14	20
CC(=O)c1cccc(NC(=O)CCS(=O)(=O)c2cc(Br)cc3c2N(C(=O)C2CC2)CC3)c1	-1%	-3%	-3	-1	2	0%	3.0%	-8	-6
Cc1ccc(NC(=S)NN(C)c2cc(C)nc(C)n2)cc1	-2%	-4%	-4	6	6	2%	-1.5%	-3	5
COC(=O)[C@H](C)NC(=O)Nc1ccccc1C(F)(F)F	2%	-5%	1	-3	0	9%	4.0%	1	-3
COc1ccccc1C(O)(c1ccccc1)C(CN1CCOCC1)c1ccccc1 (centres undefined)	0%	-1%	-4	-3	5	6%	0.5%	-3	5
CC(C)(C)c1ccccc1OCCN1CCCC1	0%	-4%	-3	-15	4	-2%	-2.5%	-1	-19
Cc1ccc(CCNC(=O)c2ccc(CSCc3ccc(C)cc3)o2)cc1	6%	-5%	-2	1	31*	0%	-1.5%	-5	-30
COc1cc(NC(=O)C(C)Oc2ccccc2)cc(OC)c1 (centres undefined)	-4%	-4%	3	-7	2	2%	0.0%	-1	-4
O=C(CSc1nnc(COc2ccc(Cl)cc2)o1)OC1CCCCC1	4%	-5%	-10	-2	8	-8%	-0.6%	-8	3
CN1C(=O)C(O)(CC(=O)c2ccc3c(c2)OCO3)c2ccccc21 (centres undefined)	2%	-3%	0	u	2	-4%	0.1%	4	26
Cc1ccc(C(=O)NC2CC2)cc1S(=O)(=O)N1CCOCC1	2%	-3%	-10	-5	3	5%	-0.6%	-8	-6
Cc1cccc(NC(=O)c2cc(Cl)sc2Cl)c1C	-1%	0%	2	-8	0	-13%	0.5%	7	-3
COc1ccc(C(=O)N/C(=C\c2cn(S(=O)(=O)N(C)C)c3ccccc23)C(=O)NCCN2CCOCC2)cc1	-1%	1%	-3	0	1	2%	0.1%	2	5
Cc1cc2n(n1)CCCN2C(=O)Nc1ccccc1F	2%	-1%	3	-5	6	-9%	-3.2%	12	1
CCOc1cccc2sc(N(CCCN(C)C)C(=O)c3ccc(S(=O)(=O)N(C)c4ccccc4)cc3)nc12	2%	-3%	0	1	8	-15%	0.0%	-5	-9
Cc1ccc(NC(=O)Cn2cnc3c(cnn3C(C)(C)C)c2=O)cc1	1%	-1%	5	-7	3	-3%	-0.1%	1	-10
CN1C(c2ccccc2)CCOS1(=O)=O (centres undefined)	0%	0%	-7	-4	1	6%	0.9%	-9	7
O=C1CCN(Cc2ccccc2)C(=O)N1	0%	-3%	x	-6	x	-20%	x	x	x
Cc1cc(C)cc(-n2c(SC(C)C(=O)NCc3ccc4c(c3)OCO4)nc3ccccc3c2=O)c1 (centres undefined)	0%	-3%	-8	1	4	-11%	0.8%	6	-4
CCCS(=O)(=O)c1nc(S(=O)(=O)c2ccc(C)cc2)c(N(CC)CC)s1	x	x	-1	3	9	x	0.3%	1	-4
Cc1cccc(N2CCN(CC(=O)NCC3CCCCC3)CC2)c1C	0%	-1%	-6	-13	6	-16%	0.8%	-2	x
Cc1cccc(N2C(=O)N3[C@H]4c5ccccc5OC[C@@H]4[C@@H](c4ccccc4)[C@@]3(C)C2=O)c1	-4%	-6%	x	0	x	1%	x	x	x
O=C(Nc1ccon1)c1ccc(N2CCCCC2)c([N+](=O)[O-])c1	1%	8%	3	0	4	2%	-0.9%	8	2

This is a subset (hit frequency here may not be typical).
